High-throughput results as filed in PubChem.
TGFb SMAD3 inh = blocks TGF-b signaling; HepG2 CAGA-GFP TGF-b/SMAD3 reporter, GFP fluorescence, 18 h; TGF-beta stimulated, 500 pg/mL final; Potency, µM (series often up to 46.1 µM), for the others: top-dose activity, negative = inhibition, most hits filed as inhibitors; 410,000 compounds, 1.2% hits; also: potency is read from the fitted curve at half-maximal effect; % is scaled to controls: 0 for no effect and ±100 for the full control effect; nearly all actives have a fitted effect of over 65% in size
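Per well, imaged GFP fluorescence of HEPG2 CAGA-GFP cells gives the signal; cells get compound, then TGF-beta (500 pg/mL final), 18 h at 37 degrees C; %Activity versus -TGF-beta and +DMSO controls.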
S2 tox = reduces viability in counter-screen for ATXN expression inhibitors; S2 cells (HEK-293 line with an ATXN2-luciferase reporter) viability, CellTiter-Fluor protease fluorescence, 24 h; AID 651635; 400,000 compounds, 0.49% hits; Potency, µM (series often up to 56.7 µM), actives largely listed as cytotoxic; also: potency is read from the fitted curve at half-maximal effect; nearly all actives have a fitted effect of over 40% in size
CCT chaperon mod = modulators of cytosolic chaperonin (CCT/TRiC) activity. purified chaperonin ATPase assay, HTRF ADP detection, 30 min. activity change, % (concentration not given with the values), hits read low. 360,000 compounds, 0.3% hits; in the data active = activity change below about -30%; also: % is scaled to controls: 0 for no effect and ±100 for the full control effect
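TRiC (40 or 20 nM final, by batch activity) in 30 mM Tris pH 7.4, 100 mM KCl, 5 mM MgCl2, 1 mM DTT was treated with compound at 76 uM single dose, then 10 uM ATP, 30 min at 37 °C. ADP was read by HTRF Transcreener.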
Akt phos inh = Akt phosphorylation inhibition; Neuro2A IGF-stimulated pAkt S473 HTRF, 20 min; active compounds read low; activity change, % for hits at 50 µM; 360,000 compounds, 0.32% hits; in the data active = activity change below about -80%; inconclusive = mostly about -51% to -80%; also: % is scaled to controls: 0 for no effect and ±100 for the full control effect
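Neuro2A cells (4,500/well, DMEM with 0.5% FBS) were treated with compound at a single 50 µM final concentration, stimulated with 6 nM IGF for 20 min at 37 °C, and lysed. Phospho-Akt Ser473 was read by HTRF as 665/615 ratio ×10^4.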
Nrf2 activator = activators of Nrf2 (ARE) signaling; AREc32 ARE-luciferase reporter (MCF7-derived line), luminescence, 24 h; Potency, µM (doses to about 46.1 µM), inactives show at the highest dose activation, usual class: activators; 410,000 compounds, 0.31% hits; AID 624171; also: potency is read from the fitted curve at half-maximal effect; % of control where 0% means no effect; nearly all actives have a fitted effect of over 65% in size
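ARE-driven firefly luciferase activity in AREc32 cells measured after a 24 hr compound exposure at 37 deg C, using Steady-Glo reagent and a 30 min room-temperature hold.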
A549 tox = counter-screen for Nrf2 inhibitors: cytotoxicity in A549 cells; AID 504648; Potency, µM (titrated, usually from 46 µM), inactives show at the highest dose activity change, negative = cytotoxicity, actives largely listed as inhibitors; 390,000 compounds, 0.16% hits; A549 ARE-Fluc cells, CellTiter-Fluor viability, 18-24 h; also: potency is read from the fitted curve at half-maximal effect; % is scaled to controls: 0 for no effect and ±100 for the full control effect
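A549 ARE-Fluc cells in 5% FBS OPTI-MEM, 5000 cells/well, rested 2 h then exposed to compounds in concentration-response for 18-24 h at 37 °C. Viability by CellTiter-Fluor fluorescence (Ex 405/Em 525) after 30 min; luciferase luminescence (BugLite, 15 min, RT) read afterwards.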
Nrf2 inh = inhibitors of Nrf2 signaling; 360,000 compounds, 2.1% hits; A549 ARE-Fluc reporter, luciferase luminescence, 18-24 h; Potency, µM (top dose mostly 46 µM), without a hit: at the highest dose activity change, negative = inhibition, most hits filed as inhibitors; also: potency is read from the fitted curve at half-maximal effect; % is scaled to controls: 0 for no effect and ±100 for the full control effect; nearly all actives have a fitted effect of over 60% in size
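Quantitative HTS in A549 cells stably bearing an antioxidant response element-firefly luciferase construct. Inhibition of Nrf2-driven transcription was scored by luminescence after 18-24 h of compound exposure at 37 °C.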
MmCpn inh = inhibitors of Methanococcus maripaludis chaperonin (MmCpn) | AID 504842 | 330,000 compounds, 0.031% hits | Potency, µM (doses to about 76.9 µM), for inactives: top-dose activity, negative = inhibition, most hits filed as inhibitors | purified Mm-Cpn ATPase, ADP Transcreener TR-FRET; also: potency is read from the fitted curve at half-maximal effect; % is scaled to controls: 0 for no effect and ±100 for the full control effect; nearly all actives have a fitted effect of over 80% in size
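Quantitative HTS used 25 nM Mm-CPN and 10 uM ATP in magnesium/KCl Tris buffer, pH 7.4, with 1 mM DTT. Hydrolysis ran 30 min at 37°C; ADP was read by HTRF.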
HepG2 viability = HepG2 cytotoxicity, counter-screen for TGF-b inhibitors | HepG2 CAGA-GFP viability, ATP luminescence, 18 h | Potency, µM (doses to about 46.1 µM), inactives show at the highest dose activity change, negative = cytotoxicity, hits mostly cytotoxic | 410,000 compounds, 0.76% hits | AID 588856; also: potency is read from the fitted curve at half-maximal effect; some results filed as inactive show a strong effect at the top dose
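HepG2 CAGA-GFP cells (1000/well, DMEM with 1% FBS) received compound, then TGF-beta at 500 pg/mL final, and were incubated 18 hours at 37 degrees C. Viability was read by CellTiter-Glo luminescence. Media-only wells were set as complete cell-killing and DMSO as no toxicity.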
Active calls of the source: *; i = inactive; u = inconclusive; x = not tested or not shown; & = joins results of further samples; [ ] = dose if it differs, or a comment. Unless noted, calls follow the shape of the dose curve; as a rule, active = well fitted curve in the direction sought with a large enough effect; inconclusive = small, poorly fitted or top-dose-only effect, or another doubt; inactive = no such curve, though single readings can be large; an effect the other way counts as inactive or inconclusive.

SMILES	TGFb SMAD3 inh	S2 tox	CCT chaperon mod	Akt phos inh	Nrf2 activator	A549 tox	Nrf2 inh	MmCpn inh	HepG2 viability
Cc1cc(-c2ccccc2)nc(Nc2nc3c(C)cccc3c(=O)[nH]2)n1	0%	i	-1.5	i	4.8%	-3%	-25%	x	-15%
COc1ccc(NC(=O)NCCN2CCN(c3cc(OC)ccc3OC)CC2)cc1	-1%	u	-0.2	i	-0.1%	1%	-3%	-3%	-2%
NC(=O)CC(NC(=O)c1ccc(Br)cc1)c1ccc(N2CCN(c3ccccn3)CC2)c([N+](=O)[O-])c1 (stereo unspecified)	u	i	-1.5	i	3.9%	-11%	-29%	3%	-2%
CCn1cc(CN2CCC(n3nccc3NC(=O)C3CCCC3)CC2)cn1	0%	i	-0.8	i	-0.5%	1%	-3%	-3%	2%
CC1Cc2cc(/C=C3/SC(=S)N(C)C3=O)ccc2O1 (stereo unspecified)	-11%	i	-0.4	i	-0.5%	2%	2%	-9%	13%
Cc1noc(/C=C/N(C)C)c1S(=O)(=O)N1CCCC(C(=O)NCc2ccco2)C1 (stereo unspecified)	-1%	i	-0.4	i	0.3%	-3%	13%	-4%	-5%
S=c1[nH]nc(-c2ccccc2Cl)n1CC1CCCO1 (stereo unspecified)	-9%	i	-0.8	i	0.0%	2%	8%	1%	-1%
CCOc1ccc(NC(=O)CCN2CCN(c3ccccc3)CC2)cc1	-5%	u	0.1	i	0.3%	-4%	3%	1%	-23%
COc1ccc(-c2nc(N)nc(C)c2-c2ccc(Cl)cc2)c(O)c1	u	i	0.6	i	0.6%	-4%	2%	-4%	-43%
N#Cc1cc(-c2ccccc2)oc1/N=C/c1ccccc1O	15%	u	0.5	i	0.0%	-6%	x	-1%	3%
O=C(Cn1ncc(Cl)c(Cl)c1=O)NC(=O)NC1CCCCC1	u	30µM*	-0.1	i	u	-5%	7%	-10%	-52%
Cc1ccc(-c2onc(C)c2C)cc1S(=O)(=O)Nc1cccc(Cl)c1C	-31%	x	x	x	0.2%	u	u	x	-38%
Cc1nnc(N2CCCC(C(=O)Nc3cc(F)ccc3F)C2)c2nn(-c3ccccc3)c(C)c12 (stereo unspecified)	u	x	-4.4	i	0.3%&3.0%	u	u	-3%	-81%&-49%
CN(C(=O)COC(=O)c1cccnc1Cl)C1CCCCC1	-3%	i	1.7	i	1.8%	0%	u	0%	5%
Cc1ccc(CNC(=O)c2cccc3c2C(=O)c2ccc(N4CCC(C)CC4)cc2S3(=O)=O)cc1	39%[activator]	x	-1.0	i	-0.1%	-5%	3%	-4%	-27%
COc1ccc(-c2[nH]ncc2-c2csc(C)n2)c(O)c1	-16%	i	-3.6	i	0.1%	-1%	-6%	2%	-3%
O=C(CNCC1CCCO1)N1CCN(S(=O)(=O)c2ccc3ccccc3c2)CC1 (stereo unspecified)	-11%	i	-1.4	i	-0.5%	0%	6%	1%	-13%
CN(C)/C=C(\C#N)S(=O)(=O)c1ccccc1	u	i	-0.5	i	-0.2%	7%	15%	-3%	2%
CCOc1ccc(C(=O)N[C@H](C(=O)Nc2cccc(S(=O)(=O)N3CCOCC3)c2)C(C)C)cc1	-7%	u	-2.1	i	0.4%	-4%	-9%	-3%	-12%
c1ccc(CC2CCN(c3nc4ccccc4n4cnnc34)CC2)cc1	1%	i	-1.4	i	-0.3%	2%	u	3%	-16%
O=C1CC[C@@H](C(=O)N2CSC[C@@H]2C(=O)Nc2ccc(C(F)(F)F)cc2)N1	-4%	i	-0.1	i	6.6%	x	x	x	2%
COc1ccc(CNCC(O)COc2cccc3c2OC(C)(C)C3)cc1 (stereo unspecified)	-10%	i	-0.5	i	3.9%	-9%	u	5%	-27%
Cc1onc(-c2c(Cl)cccc2Cl)c1C(=O)N=S(C)(=O)c1ccccc1 (stereo unspecified)	11%	i	0.6	i	0.0%	4%	u	0%	23%
COc1cc(C(=O)OCc2cccc(OC)c2OC)ccc1OCC(=O)N1CCOCC1	8%	i	0.7	i	-0.4%	0%	-23%	-2%	-19%
COc1cc(NC(=O)CCCC(=O)OCC(F)(F)C(F)F)nc(OC)n1	4%	i	-0.8	i	0.3%	-5%	9%	0%	-10%

Following part.
SMILES	TGFb SMAD3 inh	S2 tox	CCT chaperon mod	Akt phos inh	Nrf2 activator	A549 tox	Nrf2 inh	MmCpn inh	HepG2 viability
CCOc1ccc(/C=C(\C#N)C(=O)c2c(C)[nH]c3ccccc23)cc1OC	12%	i	-0.6	i	-0.8%	0%	-21%	2%	-18%
CC1CCCCN1S(=O)(=O)c1coc(C(N)=O)c1 (stereo unspecified)	-13%	i	-0.1	i	-0.2%	-1%	-10%	4%	-6%
O=C(NC1CCCCC1)C1c2ccccc2OCC(=O)N1Cc1cccnc1 (stereo unspecified)	x	i	-1.0	i	-0.6%	x	x	x	x
O=C(NCc1ccccn1)C1CCCCC1	u	i	-5.0	i	-0.1%	0%	8%	1%	-9%
Cc1c(CCC(=O)O)c(=O)oc2cc3occ(-c4ccc(Br)cc4)c3cc12	9%	i	-1.5	i	10%	1%	-2%	1%	2%
CCn1c(Cl)c(C=O)s/c1=N\S(=O)(=O)c1ccccc1	3.5µM*	14µM*	-3.3	i	-2.4%	u	u	-2%	8.9µM*
CC(=O)Nc1ccc2nc(NS(=O)(=O)c3ccc(C)cc3)sc2c1	4%	i	0.7	i	-0.3%	6%	-15%	3%	0%
COC(=O)CCc1nc2ccccc2nc1OC	12%	i	-1.7	i	3.8%	2%	7%	3%	-26%
COc1cc(NC(=O)Cc2nn(C)c(=O)c3ccccc23)cc(OC)c1OC	7%	i	1.5	i	2.5%	-8%	u	0%	-20%
COC(=O)Cc1ccc2c3ccccc3n(C)c2c1	-7%	i	1.2	i	0.4%	-2%	u	-2%	-3%
CCOc1ccc2nc(NCCNC(=S)NCCCN(C)C)c(C#N)cc2c1	-23%	x	-7.5	i	3.8%	11%	12%	-3%	-36%
CCO[C@@H]1OC(C(=O)N2CCN(Cc3ccc4c(c3)OCO4)CC2)=C[C@H](C2CC2)[C@H]1CCCO	-7%	i	-1.1	i	0.6%	1%	12%	x	-26%
Cc1nc2nc(CNC(=O)OC(C)(C)C)nn2c(C)c1CCC(=O)Nc1ccc2c(c1)OCO2	5%	i	1.7	i	4.1%	-9%	-19%	-6%	0%
COC(=O)[C@]1(Cc2ccccc2)N[C@H](CN(C)C(=O)C2CCCCC2)[C@@H]2C(=O)N(C)C(=O)[C@@H]21	11%	i	-1.4	i	-0.1%	1%	1%	2%	9%
S=c1[nH]nc(COc2ccccc2)n1C1CCCCC1	5%	i	0.5	-101%*	-0.1%	1%	x	0%	-5%
O=C(c1ccccc1)c1ccccc1C(=O)N1CCN(C(=O)c2ccccc2)CC1	-20%	i	-3.8	i	0.4%	1%	6%	-3%	-2%
CC1CCN(S(=O)(=O)c2ccc3c(c2)c(=O)c(C(=O)NCCc2ccccc2)cn3C)CC1	-16%	i	x	x	0.0%	1%	8%	x	-26%
COc1ccc(S(=O)(=O)Nc2c(C(=O)O)[nH]c3ccccc23)cc1OC	0%	u	-3.5	i	17%	0%	-7%	1%	3%
O=C(CSc1ccc(Cl)cc1)Nc1ccc(N2CCN(C(=O)c3ccc(Cl)cc3)CC2)cc1	-28%	i	1.3	x	0.6%	-2%	x	-3%	-3%
Cc1ccc(-c2nnc(SCC(=O)Nc3ccc(N4CCOCC4)cc3)o2)cc1	4%	i	-1.6	i	0.1%	-12%	-6%	2%	-9%
CC1=C(c2ccc(C)cc2)S(=O)(=O)NC1=NCc1ccccc1Cl	-11%	x	x	x	2.6%	-18%	-22%	x	-21%
O=C(NCCc1ccccc1)c1c(O)c2cccc3c2n(c1=O)CC3	3%	i	1.0	i	3.1%	12%	5%	1%	-42%
O=C(NNC(=S)NC(=O)c1cccs1)c1ccc(NC(=O)c2ccccc2)cc1	-22%	i	-4.8	i	0.3%	-19%	u	u	6%
CCOC(=O)c1ccc(N2Cc3ccccc3C2=N)cc1	7%	i	2.1	i	-0.1%	-5%	-7%	2%	-16%
COCC1CCCCN1C(=O)C1CCN(c2nc(-c3ccccc3)nc3c2CCC3)CC1 (stereo unspecified)	11%	i	-1.8	i	-1.0%	-3%	u	1%	-21%
CCCCN1CCCCC1C(=O)Nc1c(C)cc(C)cc1C (stereo unspecified)	-13%	i	-1.8	i	-0.1%	3%	-10%	-1%	-12%

3 entries from above, sorted by the value under CCT chaperon mod, low to high:
SMILES | TGFb SMAD3 inh | CCT chaperon mod | Akt phos inh | Nrf2 activator | Nrf2 inh | MmCpn inh
COC(=O)CCc1nc2ccccc2nc1OC | 12% | -1.7 | i | 3.8% | 7% | 3%
O=C(NCCc1ccccc1)c1c(O)c2cccc3c2n(c1=O)CC3 | 3% | 1.0 | i | 3.1% | 5% | 1%
CCOC(=O)c1ccc(N2Cc3ccccc3C2=N)cc1 | 7% | 2.1 | i | -0.1% | -7% | 2%

4 records drawn at random from those above:
SMILES	TGFb SMAD3 inh	S2 tox	CCT chaperon mod	Akt phos inh	Nrf2 activator	A549 tox	Nrf2 inh	MmCpn inh	HepG2 viability
Cc1nc2nc(CNC(=O)OC(C)(C)C)nn2c(C)c1CCC(=O)Nc1ccc2c(c1)OCO2	5%	i	1.7	i	4.1%	-9%	-19%	-6%	0%
Cc1c(CCC(=O)O)c(=O)oc2cc3occ(-c4ccc(Br)cc4)c3cc12	9%	i	-1.5	i	10%	1%	-2%	1%	2%
S=c1[nH]nc(COc2ccccc2)n1C1CCCCC1	5%	i	0.5	-101%*	-0.1%	1%	x	0%	-5%
O=C(NCc1ccccn1)C1CCCCC1	u	i	-5.0	i	-0.1%	0%	8%	1%	-9%
